High-throughput results (PubChem)
FBPA Giardia inh: inhibitors of Giardia lamblia fructose-1,6-bisphosphate aldolase; A8B2U2; 0.71% of 290,000 active; AID 2451; purified Giardia FBPA; Potency, µM (top dose mostly 59.6 µM), for inactives: at the highest dose activity, negative = inhibition, most hits filed as inhibitors; note: potency is the fitted concentration of half-maximal effect; % is set by controls: 0 for no effect and ±100 for the full control effect; nearly all actives have a fitted effect of over 55% in size
Target sequence (A8B2U2 whole entry, looked up): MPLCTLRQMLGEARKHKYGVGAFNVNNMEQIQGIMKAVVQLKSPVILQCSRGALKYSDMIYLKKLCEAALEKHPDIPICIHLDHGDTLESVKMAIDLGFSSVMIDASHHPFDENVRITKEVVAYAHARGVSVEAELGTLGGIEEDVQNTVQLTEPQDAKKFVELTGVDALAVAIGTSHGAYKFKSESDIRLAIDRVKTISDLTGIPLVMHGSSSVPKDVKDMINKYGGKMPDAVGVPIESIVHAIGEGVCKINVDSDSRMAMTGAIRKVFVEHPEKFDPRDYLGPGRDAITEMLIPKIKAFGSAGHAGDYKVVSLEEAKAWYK
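40 nM FBPA preincubated 10 min at RT with compound (up to 57.5 uM final), then substrate plus GAPDH/TPI/NAD/arsenate coupling and diaphorase/resazurin added. Fluorescence read after 20 min at RT, 525/598 nm.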
Shiga inhibitor: inhibitors of Shiga toxin in Vero cells; Vero cells, Shiga toxin protein synthesis inhibition reporter; inhibition, % at 38.7 µM; 9.2% of 290,000 active; AID 2315; in the data active = inhibition mostly above about 28%, no sharp cut-off; inactive = mostly below about 43%; note: 0% is about no effect
CHX counter: affects cycloheximide protein synthesis inhibition readout, counter-screen; cell reporter, cycloheximide protein synthesis inhibition counterscreen; 12% of 300,000 active; max response, %; in the data active = max response mostly above about 13%, no sharp cut-off; inactive = mostly below about 14%; note: read at 38.3 µM for the half of the compounds with a filed dose; 0% is about no effect
Pf growth 48h: P. falciparum growth inhibition at 48 hours (one generation); P. falciparum luciferase growth in erythrocytes, 48 h; Potency, µM (doses to about 28.7 µM), inactives show top-dose activity change, negative = inhibition, hits mostly inhibitors; 5.9% of 310,000 active; AID 504832; note: potency is the fitted concentration of half-maximal effect; % is set by controls: 0 for no effect and ±100 for the full control effect
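Luciferase-expressing P. falciparum in infected erythrocytes (2% hematocrit, 0.1% parasitemia final) in RPMI 1640/0.5% Albumax were exposed to compound for 48 hours at 37 C, 5% CO2; growth read as luminescence.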
HCV inh: blocks hepatitis C virus; Huh7.5.1 HCVcc-Cre infection, luciferase reporter, 44 h; Potency, µM (series often up to 41.8 µM), inactives show at the top dose activity change, negative = inhibition, hits mostly inhibitors; 3.4% of 340,000 active; AID 651820; note: potency is the fitted concentration of half-maximal effect; % is set by controls: 0 for no effect and ±100 for the full control effect
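HCVcc-Cre virus at an moi near 0.5 was added right after compound to cells cultured 4 h from seeding (1,000 cells/well). Luciferase activity was determined 44 h later, 15 min after substrate addition at RT.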
Pf growth 96h: P. falciparum growth inhibition at 96 hours. P. falciparum luciferase reporter growth, 96 h. Potency, µM (highest dose often 28.7 µM), for inactives: at the highest dose activity change, negative = inhibition, hits mostly inhibitors. 6.9% of 320,000 active. AID 504834; note: potency is the fitted concentration of half-maximal effect; % is set by controls: 0 for no effect and ±100 for the full control effect
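Cell-based qHTS: luciferase-tagged P. falciparum in erythrocytes (2% hematocrit, 0.05% parasitemia final) incubated with compounds for 96 hours, 37 C, 5% CO2; luciferase detection reagent then added and luminescence measured.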
* hit, by the source's call; [ ] = dose if it differs, or a comment. Unless noted, calls come from the whole dose curve; as a rule, active = well fitted curve in the direction sought with a large enough effect; inconclusive = small, poorly fitted or top-dose-only effect, or another doubt; inactive = no such curve, though single readings can be large; an effect the other way counts as inactive or inconclusive.

How did Cc1cccc(NC(=O)C(C)C(=O)c2ccccc2)c1 (stereo not drawn) do in these assays?
FBPA Giardia inh: 4.2%; Shiga inhibitor: -7.3; CHX counter: -0.8; Pf growth 48h: inconclusive; HCV inh: 8.3%; Pf growth 96h: 56.0%[activator]

What do the screens show for `Cc1ccccc1OCCCC(=O)Nc1ccc(N2CCOCC2)cc1`?
FBPA Giardia inh: -9.9%; Shiga inhibitor: -3.5; CHX counter: 2.0; Pf growth 48h: -21.8%; HCV inh: inconclusive; Pf growth 96h: 26.9%

How did CN(C)c1ccc(N/C(=N\S(=O)(=O)c2cccs2)c2ccccc2)cc1 do in these assays?
FBPA Giardia inh: 0.1%; Shiga inhibitor: 8.7; CHX counter: 6.4; Pf growth 48h: 9.4%; HCV inh: inconclusive; Pf growth 96h: 11.8%

How did O=C(O)CCCn1cc(NC(=O)COc2ccccc2)cn1 do in these assays?
FBPA Giardia inh: -1.0%; Shiga inhibitor: -3.4; CHX counter: -1.1; Pf growth 48h: -6.8%; HCV inh: 5.9%; Pf growth 96h: 39.5%[activator]

Results for CCc1c(C)sc(NC(=O)/C=C/c2ccc3c(c2)OCO3)c1C(=O)OC ?
FBPA Giardia inh: 1.8%; Shiga inhibitor: -7.0; CHX counter: 16.3; Pf growth 48h: inconclusive; HCV inh: inconclusive; Pf growth 96h: 44.7%[activator]

Results for CC(=O)NC(CC(=O)Nc1cccc(S(=O)(=O)N2CCCCC2)c1)c1ccccc1 (stereo not drawn) ?
FBPA Giardia inh: 0.3%; Shiga inhibitor: -8.0; CHX counter: -4.2; HCV inh: -8.1%; Pf growth 96h: inconclusive

What do the screens show for `COc1ccc(C(=O)NCC(=O)N2CCN(c3ncccn3)CC2)cc1OC`?
Pf growth 48h: inconclusive; HCV inh: 10.3%; Pf growth 96h: inconclusive

Results for Cc1nc2ncnn2c(C)c1CCC(=O)NC(C)c1ccc2c(c1)OCCO2 (stereo not drawn) ?
FBPA Giardia inh: 2.2%; Shiga inhibitor: -7.8; CHX counter: -3.8; Pf growth 48h: 6.9%; HCV inh: -9.1%

How did Cc1ccc(NC(=S)Nc2ccc(S(=O)(=O)Nc3ncccn3)cc2)c(C)c1 do in these assays?
FBPA Giardia inh: 3.1%; Shiga inhibitor: -9.2; CHX counter: 4.1; Pf growth 48h: -2.4%; HCV inh: 1.6%; Pf growth 96h: inconclusive

How did CCCCc1nc(NCc2ccccc2)c(C#N)c2c1CCCC2 do in these assays?
FBPA Giardia inh: 1.0%; Shiga inhibitor: 22.6; CHX counter: -4.5; Pf growth 48h: 6.57µM*; HCV inh: inconclusive; Pf growth 96h: 5.22µM*

Results for O=C(c1c(F)cccc1F)N1CCN=C1SCc1ccccc1 ?
FBPA Giardia inh: -3.7%; Shiga inhibitor: -16.8; CHX counter: -0.5; Pf growth 48h: -9.5%; HCV inh: -1.6%; Pf growth 96h: -1.8%

What do the screens show for `O=C(O)C1CCCCC1C(=O)NCc1ccncc1` (stereo not drawn)?
FBPA Giardia inh: -0.6%; Shiga inhibitor: -4.4; CHX counter: 4.7; Pf growth 48h: 5.8%; HCV inh: 30.1%[activator]; Pf growth 96h: 8.4%

What do the screens show for `CNC(=O)C1CC(=O)N(c2ccc(OCC(=O)Nc3ccccc3C)cc2)C1` (stereo not drawn)?
Pf growth 48h: 51.2%[activator]; HCV inh: -4.0%; Pf growth 96h: inconclusive

Results for Cc1ccc(C)c2c1cc(C)c1nnc(SCC(=O)c3cccs3)n12 ?
FBPA Giardia inh: inconclusive; Shiga inhibitor: -6.0; CHX counter: -0.9; Pf growth 48h: 0.9%; HCV inh: -0.7%; Pf growth 96h: inconclusive

How did CC(NC(=O)COC(=O)CCN1C(=O)C2CC=CCC2C1=O)c1ccc(Br)cc1 (stereo not drawn) do in these assays?
Pf growth 48h: 10.8%; HCV inh: 17.5%; Pf growth 96h: -6.1%

Results for COc1ccccc1CNC(=O)C1Cc2cc(S(=O)(=O)N3CCCCC3)ccc2N1C(C)=O (stereo not drawn) ?
Shiga inhibitor: 22.4; CHX counter: -3.6; Pf growth 48h: -27.5%; HCV inh: inconclusive; Pf growth 96h: inconclusive

Results for CCN(CC)c1ccc(NC(=O)c2cccc(OC)c2)c(C)c1 ?
FBPA Giardia inh: -1.6%; Shiga inhibitor: 24.8; CHX counter: 16.5*; Pf growth 48h: 3.6%; HCV inh: inconclusive; Pf growth 96h: 148.1%[activator]

Results for CS(=O)(=O)N1CCN(c2ccc([N+](=O)[O-])c(NCc3cccnc3)c2)CC1 ?
FBPA Giardia inh: -15.2%; Shiga inhibitor: 3.2; CHX counter: 2.1; Pf growth 48h: 1.4%; HCV inh: inconclusive; Pf growth 96h: 1.4%

What do the screens show for `CC(=O)NC(CCS(C)(=O)=O)C(=O)Nc1ccc2c(c1)OCO2` (stereo not drawn)?
FBPA Giardia inh: -20.6%; Shiga inhibitor: 4.3; CHX counter: -1.9; Pf growth 48h: 0.9%; HCV inh: 2.2%; Pf growth 96h: 13.0%

What do the screens show for `O=C(CCNC(=O)OCc1ccccc1)NC1CCCCC1`?
FBPA Giardia inh: 1.8%; Shiga inhibitor: -10.4; CHX counter: -4.0; Pf growth 48h: -1.0%; HCV inh: 15.4%; Pf growth 96h: 3.7µM*

What do the screens show for `CCCN1CCN(CCCNC(=S)Nc2ccc(F)cc2)CC1`?
FBPA Giardia inh: 5.2%; Shiga inhibitor: -12.2; CHX counter: -3.7; Pf growth 48h: -29.1%; HCV inh: 0.8%; Pf growth 96h: inconclusive

How did CC(=O)NC1(C(F)(F)F)N=C2SCCN2C1=O (stereo not drawn) do in these assays?
FBPA Giardia inh: -9.1%; Shiga inhibitor: -9.1; CHX counter: -4.5; HCV inh: -7.4%; Pf growth 96h: 28.1%

Results for O=C(O)C1(c2ccccc2)CCN(S(=O)(=O)c2ccc(Cl)s2)CC1 ?
FBPA Giardia inh: 19.6%; Shiga inhibitor: 19.8; CHX counter: 1.1; Pf growth 48h: -4.7%; HCV inh: 8.5%; Pf growth 96h: 50.6%[activator]

Results for Cc1csc(SC(C)C(=O)NCC(=O)Nc2ccc(F)c(F)c2F)n1 (stereo not drawn) ?
FBPA Giardia inh: 2.4%; Shiga inhibitor: 22.2; CHX counter: -1.1; Pf growth 48h: 2.7%; HCV inh: 8.0%; Pf growth 96h: inconclusive

What do the screens show for `CCOC(=O)N1CCN(C(=O)CCNS(=O)(=O)c2ccccc2)CC1`?
Shiga inhibitor: -8.6; CHX counter: 2.9; Pf growth 48h: 3.6%; Pf growth 96h: -22.0%

Results for CC(c1ccc(F)cc1)n1cc(C(=O)NCc2ccc3c(c2)OCO3)nn1 (stereo not drawn) ?
FBPA Giardia inh: -0.1%; Shiga inhibitor: -13.3; CHX counter: -1.6; Pf growth 48h: 22.2%; HCV inh: 10.6%

Results for CS(=O)(=O)c1ccc(SCC(=O)NC2CCS(=O)(=O)C2)c([N+](=O)[O-])c1 (stereo not drawn) ?
FBPA Giardia inh: 1.4%; Shiga inhibitor: 1.6; CHX counter: 3.3; Pf growth 48h: 0.7%; HCV inh: 9.1%; Pf growth 96h: 30.6%[activator]

Results for CCOc1cc(C)c(Cl)cc1S(=O)(=O)n1nnc2ccccc21 ?
FBPA Giardia inh: 10.9%; Shiga inhibitor: -15.7; CHX counter: -0.7; Pf growth 48h: 5.6%; HCV inh: 4.8%; Pf growth 96h: 51.8%[activator]

Results for O=C(CNC(=O)c1sc2ccccc2c1Cl)NCc1ccc(F)cc1 ?
Pf growth 48h: 0.4%; HCV inh: inconclusive; Pf growth 96h: 29.7%

What do the screens show for `COc1ccc(C2C(C(C)=O)=C(C)N=c3s/c(=C/c4ccc5c(c4)OCO5)c(=O)n32)cc1` (stereo not drawn)?
FBPA Giardia inh: -14.3%; Shiga inhibitor: 21.7; CHX counter: 2.9; Pf growth 48h: 13.1µM*; HCV inh: 8.1%; Pf growth 96h: inconclusive

How did Cc1ccc(NC(=O)c2ccccc2F)cc1S(=O)(=O)N1CCCCCC1 do in these assays?
FBPA Giardia inh: -10.1%; Shiga inhibitor: -5.6; CHX counter: 9.5; Pf growth 48h: -12.0%; HCV inh: inconclusive; Pf growth 96h: inconclusive

How did Cc1ccc(-n2c(SCC(N)=O)nc3c(oc4ccccc43)c2=O)cc1 do in these assays?
FBPA Giardia inh: -5.4%; Shiga inhibitor: 2.8; CHX counter: 5.5; Pf growth 48h: 26.5%; HCV inh: -9.5%; Pf growth 96h: 45.3%[activator]

How did CCCC(C)C(=O)Nc1nc(C)c(-c2csc(Nc3cc(Cl)ccc3C)n2)s1 (stereo not drawn) do in these assays?
FBPA Giardia inh: 1.0%; Shiga inhibitor: -20.1; CHX counter: -1.6; Pf growth 48h: inconclusive; HCV inh: inconclusive; Pf growth 96h: inconclusive

Results for O=C(O)C1CC(=O)N(CCOc2ccccc2)C1 (stereo not drawn) ?
FBPA Giardia inh: 0.0%; Shiga inhibitor: -6.1; CHX counter: -2.9; Pf growth 48h: -9.2%; HCV inh: 9.8%; Pf growth 96h: inconclusive

What do the screens show for `O=C1NC(=S)N/C1=C/c1cccc2ccccc12`?
FBPA Giardia inh: 15.4%; Shiga inhibitor: 89.1*; CHX counter: 29.4*; Pf growth 48h: 30.5%[activator]; HCV inh: -8.6%; Pf growth 96h: 0.0%

Results for Cc1ccc(C(=O)Nc2sc3c(c2C(=O)NCc2ccco2)CCCC3)cc1 ?
FBPA Giardia inh: -7.8%; Shiga inhibitor: 33.5; CHX counter: 12.5; HCV inh: inconclusive; Pf growth 96h: inconclusive

Continued (4 carried over from the part before).
How did CCCC(C)C(=O)Nc1nc(C)c(-c2csc(Nc3cc(Cl)ccc3C)n2)s1 (stereo not drawn) do in these assays?
FBPA Giardia inh: 1.0%; Shiga inhibitor: -20.1; CHX counter: -1.6; Pf growth 48h: inconclusive; HCV inh: inconclusive; Pf growth 96h: inconclusive

Results for O=C(O)C1CC(=O)N(CCOc2ccccc2)C1 (stereo not drawn) ?
FBPA Giardia inh: 0.0%; Shiga inhibitor: -6.1; CHX counter: -2.9; Pf growth 48h: -9.2%; HCV inh: 9.8%; Pf growth 96h: inconclusive

What do the screens show for `O=C1NC(=S)N/C1=C/c1cccc2ccccc12`?
FBPA Giardia inh: 15.4%; Shiga inhibitor: 89.1*; CHX counter: 29.4*; Pf growth 48h: 30.5%[activator]; HCV inh: -8.6%; Pf growth 96h: 0.0%

Results for Cc1ccc(C(=O)Nc2sc3c(c2C(=O)NCc2ccco2)CCCC3)cc1 ?
FBPA Giardia inh: -7.8%; Shiga inhibitor: 33.5; CHX counter: 12.5; HCV inh: inconclusive; Pf growth 96h: inconclusive

What do the screens show for `Cc1ccc2nc3c(cc(S(=O)(=O)c4ccccc4)c(=N)n3Cc3ccco3)c(=O)n2c1`?
FBPA Giardia inh: -2.9%; Shiga inhibitor: 38.8*; CHX counter: 32.9*; Pf growth 48h: -77.9%; HCV inh: inconclusive; Pf growth 96h: -18.9%

How did C#CCOCCOCCOCCNc1nc(N2CCN(C(=O)CCCCCCCCCCNC(=O)[C@H](CCCCN)n3cc(CCCC(=O)O)nn3)CC2)nc(N2CCN(C(=O)CCCCCCCCCCNC(=O)[C@@H]([C@H](C)O)n3cc(C)nn3)CC2)n1 do in these assays?
Pf growth 48h: 5.22µM*; HCV inh: -3.2%; Pf growth 96h: 5.86µM*

What do the screens show for `COc1ccc(OC)c(N2CC(O)=C(c3nc4ccccc4s3)C2=N)c1`?
FBPA Giardia inh: 0.4%; Shiga inhibitor: 6.6; CHX counter: 3.5; Pf growth 48h: inconclusive; HCV inh: 25.1µM*; Pf growth 96h: inconclusive

What do the screens show for `COc1ccccc1CNC(=O)COC(=O)/C=C/c1cccs1`?
FBPA Giardia inh: -5.3%; Shiga inhibitor: -5.5; CHX counter: -2.8; Pf growth 48h: -13.6%; HCV inh: 4.3%; Pf growth 96h: -11.1%
